Screens: PubChem BioAssay, several laboratories
Runt-SMMHC FRET: Runt domain-CBFb-SMMHC interaction inhibition. Q01196+Q13951. Cerulean-Runt/Venus-CBFb-SMMHC FRET ratio 530/480, 1 h. inhibition, % at 20 µM. actives 0.74% (n = 220,000). AID 1434;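 active means mean inhibition across duplicate retests at 20 µM reaching about 50%, limit read from the data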;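 further: 0% = DMSO wells and 100% = wells with excess untagged CBFb-SMMHC; inhibitors lower the FRET ratio by blocking Runt binding to CBFb-SMMHC; some results filed as inactive read as strong as hits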
Target sequence (Q01196 whole entry, looked up, the tested form may be a part): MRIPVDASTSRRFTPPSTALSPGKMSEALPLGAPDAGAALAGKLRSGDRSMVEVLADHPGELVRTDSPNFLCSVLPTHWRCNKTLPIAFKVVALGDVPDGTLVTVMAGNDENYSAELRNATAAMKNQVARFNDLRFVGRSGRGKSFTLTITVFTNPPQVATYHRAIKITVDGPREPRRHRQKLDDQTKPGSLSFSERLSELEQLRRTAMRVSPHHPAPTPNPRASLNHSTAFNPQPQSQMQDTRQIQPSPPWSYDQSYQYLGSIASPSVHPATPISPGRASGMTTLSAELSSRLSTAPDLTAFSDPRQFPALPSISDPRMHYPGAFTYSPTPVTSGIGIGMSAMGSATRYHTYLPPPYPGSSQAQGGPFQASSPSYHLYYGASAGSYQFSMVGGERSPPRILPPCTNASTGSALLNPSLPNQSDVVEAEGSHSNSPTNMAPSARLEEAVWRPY
Target sequence (Q13951 whole entry, looked up, the tested form may be a part): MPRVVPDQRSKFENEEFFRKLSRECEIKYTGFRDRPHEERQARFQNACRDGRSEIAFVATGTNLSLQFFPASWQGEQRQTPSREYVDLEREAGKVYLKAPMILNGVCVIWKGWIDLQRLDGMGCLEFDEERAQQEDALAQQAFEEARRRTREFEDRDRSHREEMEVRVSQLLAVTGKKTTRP
Mdm2 ligase inh: blocks human Mdm2 ubiquitin ligase activity; signal enhancement, % at 5 µM; Q00987; cell-based MDM2 ubiquitination luciferase reporter, 2 h; 0 = plate control, 100 = twice control, blank-subtracted; actives 0.11% (n = 210,000);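 active means signal enhancement of 30% or more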;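 further: luminescence tracks abundance of the self-degrading MDM2-luciferase fusion protein; higher signal means inhibition of MDM2 E3 ligase activity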
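Assay system: stable mammalian line carrying autodegrading MDM2–luciferase fusion reporter; amount: 2000 cells seeded into each well; buffer or medium: DMEM; benchmarks: plate control and blank wells; signal: luciferase luminescence; timing: 2 h compound exposure at 37 °C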
NPY-Y2 PAM-ag: human NPY-Y2 potentiation or agonism, primary screen | actives 0.45% (n = 220,000) | P49146 | cells expressing NPY-Y2, potentiator/agonist read-out | activation, % at 3.6 µM; in the data active means activation above about 27%;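 further: cells stimulated with NPY near EC25 plus isoproterenol at EC100; 0% = vehicle plus submaximal agonist and 100% = vehicle plus saturating agonist; some results beyond the cut were filed as inactive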
Target sequence (P49146 whole entry, looked up): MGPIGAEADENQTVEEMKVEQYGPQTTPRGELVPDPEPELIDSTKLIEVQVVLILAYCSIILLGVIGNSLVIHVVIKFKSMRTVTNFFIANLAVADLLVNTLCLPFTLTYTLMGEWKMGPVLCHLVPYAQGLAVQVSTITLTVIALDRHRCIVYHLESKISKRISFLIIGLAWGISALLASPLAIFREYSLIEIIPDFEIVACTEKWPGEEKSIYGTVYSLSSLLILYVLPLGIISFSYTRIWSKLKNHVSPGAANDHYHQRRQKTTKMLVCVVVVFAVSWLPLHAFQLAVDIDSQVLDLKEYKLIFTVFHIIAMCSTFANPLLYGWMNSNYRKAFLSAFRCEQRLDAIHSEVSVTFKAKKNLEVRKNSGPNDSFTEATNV
NPY1 pot ag: potentiates or activates human NPY-Y1 receptor; P25929; NPY-Y1 expressing cells, potentiator/agonist activation; activation, % at 3.6 µM; actives 0.37% (n = 220,000); in the data active means activation above about 33%, passing the limit was not always enough;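 further: cells stimulated with NPY at EC10 then isoproterenol at EC100; 0% = low agonist plus stimulus and 100% = saturating agonist plus stimulus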
RBBP9 inh: human RBBP9 hydrolase inhibition; actives 0.2% (n = 220,000); AID 1515; O75884; recombinant RBBP9, FP-Rh probe fluorescence polarization; inhibition, % at 7.94 µM;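 active means inhibition above the campaign mean of all tested compounds plus 3 SD, cut at about 14% in these data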;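 further: plate controls were DMSO wells with RBBP9 for no effect and wells lacking RBBP9 protein for full effect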
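Measured by: FP readout at 525/598 nm; material: recombinant human RBBP9; also added: Serine-hydrolase probe FP-Rh, 375 nM pre-mixing; medium: Tris buffer pH 8.0, NaCl, Pluronic; replication: one well per compound; doses: one concentration, 7.94 µM nominal, 0.794% DMSO; timing: preincubation 30 min plus labeling 45 min at 25 °C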
Runt-CBFb FRET: inhibitors of human RUNX1 Runt domain binding to CBFb; Q01196+Q13951; Cerulean-Runt/Venus-CBFb FRET ratio 530/480, 1 h; inhibition, % at 20 µM; actives 0.46% (n = 220,000); AID 1496;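 active means inhibition over about 50% at 20 µM in the single-dose screen, limit read from the data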;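 further: 0% = DMSO wells and 100% = excess unlabeled CBFb competitor control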
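System: Cerulean-labeled Runt domain protein | Quantity: 100 nM of each labeled protein | Schedule: 1 h compound exposure, room temperature | Detection: Fluorescence energy transfer, 422 nm excitation, 530/480 nm emission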
NPY Y1 blocker: NPY-Y1 (human) receptor antagonism; AID 1040; actives 1% (n = 200,000); inhibition, % at 3.6 µM; HEK293-CNG Y1 cells, membrane potential fluorescence; NPY at EC95, then isoproterenol;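 active means inhibition above the campaign mean inhibition of all tested compounds plus 3 SD, cut at about 20% in these data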;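 further: 0% = DMSO wells given NPY plus isoproterenol and 100% = isoproterenol alone without NPY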
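Material: HEK293 Y1/CNG channel cell line; also added: NPY (25 nM), isoproterenol (1 µM), Ro 20-1724 (25 µM); doses: one concentration, 3.6 µM, in 0.4% DMSO; schedule: compound incubation 1 h at room temperature, readout 45 min post-stimulation; technique: membrane potential fluorescence; measure: fluorescence ratio normalized to % inhibition between controls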
p97 ATPase inh: inhibitors of human p97 ATPase; P55072; recombinant p97 ATPase, Kinase-Glo ATP luminescence, 3 h; inhibition, % at 8 µM; actives 0.42% (n = 220,000); AID 1481; in the data active means inhibition above about 15%;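 further: 0% = DMSO vehicle and 100% = wells lacking enzyme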
Hck-Nef inh: blocks Nef-activated human Hck kinase | actives 0.68% (n = 220,000) | Recombinant Hck-YEEI plus Nef, Z-Lyte FRET kinase assay | inhibition, % at 20 µM | P08631 | AID 463187;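 active means Hck-Nef kinase inhibition above about 50%, limit read from the data; inactive means inhibition below that limit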;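 further: 0% = DMSO with Hck plus Nef and 100% = Hck alone without Nef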
Numbers without * were called inactive; . = no result given. Rows are unselected; any-hit rate near 3.5%.

SMILES	Runt-SMMHC FRET	Mdm2 ligase inh	NPY-Y2 PAM-ag	NPY1 pot ag	RBBP9 inh	Runt-CBFb FRET	NPY Y1 blocker	p97 ATPase inh	Hck-Nef inh
O=c1[nH]c2cccnc2n1-c1ccc([N+](=O)[O-])cc1	-6.0	-12.0	3.8	6.1	4.4	-2.4	.	8.2	8.4
COCC1CCCN(Cc2cn(-c3ccccc3)nc2-c2ccc3c(c2)OCO3)C1 (centres undefined)	-2.1	-10.0	96.4*	65.3*	-5.6	3.3	6.4	-0.6	10.8
Cc1ccccc1Cn1ccc(NC(=O)c2cc3nc(-c4ccco4)cc(C(F)(F)F)n3n2)n1	-4.1	-12.7	-3.9	12.9	-1.3	5.0	1.6	2.6	5.5
COc1ccc(NC(=O)C2CCN(C(=O)Cc3ccccc3)CC2)cc1OC	-4.4	-9.4	-0.3	10.0	0.9	1.0	-6.4	1.3	19.0
CC(CNC(=O)CC(C)(C)C)NC(=O)CC(C)(C)C (centres undefined)	2.6	-0.8	7.1	11.4	-2.8	-2.2	-2.7	2.6	1.0
CCOCCCNC(=O)c1c(C)[nH]c(C(=O)OCC)c1C	1.1	-10.4	24.1	2.2	-3.6	1.6	2.9	6.2	0.7
COc1ccc(S(=O)(=O)N2CCOCC2)cc1NC(=O)c1ccc(-n2nc(C)cc2C)cc1	-2.4	.	-10.7	10.6	-9.9	-1.1	.	-6.3	-3.0
C=CCNC(=S)NNC(=O)c1ccc(C)c(Cl)c1	-0.2	-2.0	0.0	8.7	-5.6	4.7	1.4	0.8	13.8
CCc1ccc(S(=O)(=O)ON2C(=O)c3ccccc3C2=O)cc1	2.0	4.5	4.2	-10.8	-5.9	0.5	1.0	1.9	19.6
CC(=O)c1sc(Nc2ccc(C)cc2)nc1C	3.9	-3.8	1.6	-6.8	-4.9	0.3	-3.9	5.6	3.6
COc1cc(/C=C2/SC(=S)N(CC(=O)Nc3nc4ccccc4s3)C2=O)cc(OC)c1OC	-83.2	-0.1	-4.6	-0.9	-3.9	-8.9	3.5	6.2	-0.4
COc1cc(C2NC(C(=O)O)CS2)ccc1OCc1ccccc1C#N (centres undefined)	1.6	1.0	9.6	10.2	-5.6	-1.0	1.3	-1.3	-0.5
N#C/C(=N\Nc1ccc(Cl)cc1)C(N)=S	0.0	-6.6	54.0*	38.0	9.2	5.8	.	7.0	-9.7
Cc1cc(C)n2nc(SCc3nnc(SCCCCl)o3)nc2n1	-2.3	-28.2	2.3	8.7	-0.8	-0.9	-4.8	1.8	0.7
CN1CCN(C(=O)CSc2nc(-c3ccco3)cc(C(F)(F)F)n2)CC1	-6.3	-3.4	9.1	14.0	1.1	-2.2	1.8	4.2	26.1

Molecules shown so far containing four or more nitrogen atoms, in the order listed:
SMILES	Runt-SMMHC FRET	Mdm2 ligase inh	NPY-Y2 PAM-ag	NPY1 pot ag	RBBP9 inh	Runt-CBFb FRET	NPY Y1 blocker	p97 ATPase inh	Hck-Nef inh
O=c1[nH]c2cccnc2n1-c1ccc([N+](=O)[O-])cc1	-6.0	-12.0	3.8	6.1	4.4	-2.4	.	8.2	8.4
Cc1ccccc1Cn1ccc(NC(=O)c2cc3nc(-c4ccco4)cc(C(F)(F)F)n3n2)n1	-4.1	-12.7	-3.9	12.9	-1.3	5.0	1.6	2.6	5.5
COc1ccc(S(=O)(=O)N2CCOCC2)cc1NC(=O)c1ccc(-n2nc(C)cc2C)cc1	-2.4	.	-10.7	10.6	-9.9	-1.1	.	-6.3	-3.0
N#C/C(=N\Nc1ccc(Cl)cc1)C(N)=S	0.0	-6.6	54.0*	38.0	9.2	5.8	.	7.0	-9.7
Cc1cc(C)n2nc(SCc3nnc(SCCCCl)o3)nc2n1	-2.3	-28.2	2.3	8.7	-0.8	-0.9	-4.8	1.8	0.7
CN1CCN(C(=O)CSc2nc(-c3ccco3)cc(C(F)(F)F)n2)CC1	-6.3	-3.4	9.1	14.0	1.1	-2.2	1.8	4.2	26.1

Continued.
SMILES	Runt-SMMHC FRET	Mdm2 ligase inh	NPY-Y2 PAM-ag	NPY1 pot ag	RBBP9 inh	Runt-CBFb FRET	NPY Y1 blocker	p97 ATPase inh	Hck-Nef inh
COc1ccc(S(=O)(=O)NCCC(=O)NCc2ccccc2)cc1	1.0	-2.2	-0.7	-13.3	-1.2	-1.9	3.7	-1.5	2.4
Cc1ccc(S(=O)(=O)N(C)CC(=O)OCC(=O)N2CCCC2=O)cc1	-7.8	-16.5	49.6*	4.2	-2.2	-0.1	4.5	7.2	21.1
O=C1CS/C(=C/C(=O)c2cccc(Cl)c2)N1	-5.8	-16.9	0.9	-10.6	-5.1	-2.4	1.3	-0.5	16.4
NC1=NC(=O)C(CC(=O)NCc2ccccc2)S1 (centres undefined)	-2.7	-8.3	-5.8	-5.1	-8.5	8.0	5.0	4.2	12.6
Cc1ccc(NCc2ccccc2)cc1	-0.8	-4.9	4.6	-0.5	-11.1	-1.7	-0.7	3.7	29.4
CCN(CC)CCNC(=O)c1cc2ccccc2nc1Cl	-1.0	-7.4	-2.7	0.0	-8.0	-0.7	3.2	4.7	20.8
O=C(Nc1ccccn1)N1CCOCC1	2.5	-12.9	11.6	12.8	-4.1	0.8	-0.8	1.4	0.5
CC(NCc1ccc2c(c1)OCO2)C(=O)NC1CCCc2ccccc21 (centres undefined)	-3.7	-19.1	-8.9	11.9	-1.4	1.8	-1.1	0.6	5.1
CCS(=O)(=O)Nc1ccc(C2=NN(C(=O)c3ccco3)C(c3ccc(C)cc3)C2)cc1 (centres undefined)	1.2	-5.4	19.0	20.5	-7.4	-0.2	-12.4	1.5	4.6
CCOC(=O)C(C)Oc1cccc2c(=O)n(CC(=O)NCc3ccc(F)cc3)ccc12 (centres undefined)	-91.4	-5.3	-10.8	6.9	-1.4	-1.4	.	-4.8	18.1
CCOC(=O)c1ccc(NC(=O)N2CCOCC2)cc1	-3.3	-18.6	1.7	-5.3	3.8	-0.9	-1.7	3.6	3.7
Cc1cc(NC(=O)CC#N)n(-c2nc3ccccc3[nH]2)n1	1.9	-6.0	-15.4	6.0	-12.2	1.0	.	5.6	7.4
COc1ccc(-n2c(N)c(Br)c(=O)[nH]c2=O)cc1	1.1	-17.1	-5.3	-14.8	-10.0	2.6	3.8	0.6	8.6
CN(Cc1cccs1)C(=O)CSc1nc(N)cc(N)n1	2.5	-1.5	2.0	3.8	1.6	0.5	0.2	4.9	4.9
COc1ccc(N2C(=O)CC(SC(C)C)C2=O)cc1 (centres undefined)	2.1	10.7	14.6	8.4	1.4	-2.2	-1.8	4.0	5.2
N#Cc1ccc(-c2ccc3c(c2)OCO3)nc1SCC(=O)OCc1ccccc1	0.7	-1.3	-18.1	-1.1	-5.8	4.8	7.6	-0.7	0.4
COc1ccc(CN2C=C3C(=O)C(C)(OC(=O)C4CCCC4)C(=O)C=C3C=C2c2ccsc2)cc1 (centres undefined)	27.4	9.4	.	.	.	5.0	.	.	32.8
O=C(COC(=O)c1ccccc1NC(=O)c1ccco1)NCCC1=CCCCC1	-1.3	-5.8	-19.1	-30.8	-6.2	-1.6	8.4	-5.6	6.2
CSc1nsc(SCC(=O)Nc2ccccn2)n1	-3.1	-8.0	5.0	-2.4	2.9	2.2	4.7	-0.5	-1.8
Cn1nccc1CNC(=O)c1c(Cl)cnn1C	-42.3	2.5	-2.9	-6.1	-1.3	-2.3	-1.9	6.1	3.6
CC1(C(=O)N(c2ccccc2)C(C(=O)NC2CCCC2)c2ccccn2)CC(=O)N=C2C=CC=CN21 (centres undefined)	-5.0	-12.8	2.2	-2.1	-3.0	-2.8	6.9	5.3	0.7
CCCn1nnc(NC(=O)C(C)Oc2ccc(Cl)cc2Cl)n1 (centres undefined)	-1.1	-12.2	-26.3	8.7	-0.1	-1.0	4.3	-6.1	1.4
O=C(c1cc2ccccc2oc1=O)N(Cc1cccs1)CC1CCCO1 (centres undefined)	-1.4	1.0	-3.5	-6.4	-3.9	-0.3	1.8	4.2	22.6
O=C(Cn1nnc(-c2ccccc2F)n1)Nc1cccc2ncccc12	-0.2	-23.5	-4.9	10.5	-0.2	0.0	7.0	3.5	2.1
CCOC(=O)c1c(NC(=O)CSc2nnc(CN3CCOCC3)n2C)sc2c1CCCC2	0.4	-2.7	15.7	-13.4	1.7	-1.4	-8.4	-0.4	13.2
O=C1c2ccccc2C(=O)N1CSc1ncccn1	6.8	-12.9	3.3	-14.7	-10.6	3.7	3.3	-4.5	-6.9
C=C(c1ccc(OCCO)cc1)c1ccc(OCCO)cc1	-3.2	.	-5.0	-16.8	-8.7	-0.6	-3.5	-1.5	-7.7
O=C(NCC(F)(F)F)N1CCOCC1	-0.9	-10.2	6.7	-0.4	-6.6	1.6	-1.2	-0.8	2.6
CC1(C)CC(NC(=O)CSc2ccccc2)CC(C)(C)N1	-0.1	4.2	-0.9	5.6	-1.4	-0.5	3.1	3.6	-8.6
CS(=O)(=O)N1CCN(c2ccc([N+](=O)[O-])cc2F)CC1	-3.0	-12.4	-0.8	8.1	0.0	0.8	-3.4	5.6	21.8
Cc1noc(NS(=O)(=O)c2ccc(NC(=O)C34CC5CC(C3)CC(n3cnc(Br)n3)(C5)C4)cc2)c1C	1.2	-9.3	-1.9	-9.5	-7.0	2.9	2.5	5.5	2.6
Cc1cc(C)cc(N(CCC#N)C(=O)CSc2nc3nc(C)cc(C)n3n2)c1	2.3	-15.2	3.1	8.0	-3.9	0.0	5.9	1.5	1.9
COc1cc(NC(=O)c2cc3nc(-c4ccccc4)cc(-c4ccccc4)n3n2)cc(OC)c1OC	-4.0	2.4	-4.8	-14.0	-7.1	-4.1	0.0	0.1	13.4
CCOc1ccc(C(=O)CSc2nnc(C3CC3)n2C)cc1	3.0	5.3	-4.8	-4.4	-8.8	-1.6	-4.5	-5.9	10.9
CC(NC(=O)c1ccc(N(C)C)cc1)c1ccc(F)cc1 (centres undefined)	4.7	7.7	-6.7	9.0	10.0	0.0	3.5	0.7	24.8
COc1ccc(NC(=O)c2cc(C(C)C)on2)cc1OC	1.4	-5.0	-7.9	2.3	-3.1	0.0	6.6	2.3	1.9
O=C(NCC1CCCO1)C1c2ccccc2C(=O)N1C1CCCCCCC1 (centres undefined)	3.9	0.8	4.6	8.4	-6.5	-1.9	0.8	2.6	0.4
